# IDH1 R132H inh – inhibitors of IDH1 R132H reductase, primary screen, biochemical, plate reader, single point. inhibition, % at 10 µM. AID 624101, 2012. diaphorase/resazurin fluorescence, 60 min. hit rate 0.18% among 70,000. Isocitrate dehydrogenase [NADP] cytoplasmic (Homo sapiens), O75874; in the data active = inhibition above about 34%;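 also: 0% = DMSO and 100% = no enzyme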
# Target sequence (O75874 whole entry R132H): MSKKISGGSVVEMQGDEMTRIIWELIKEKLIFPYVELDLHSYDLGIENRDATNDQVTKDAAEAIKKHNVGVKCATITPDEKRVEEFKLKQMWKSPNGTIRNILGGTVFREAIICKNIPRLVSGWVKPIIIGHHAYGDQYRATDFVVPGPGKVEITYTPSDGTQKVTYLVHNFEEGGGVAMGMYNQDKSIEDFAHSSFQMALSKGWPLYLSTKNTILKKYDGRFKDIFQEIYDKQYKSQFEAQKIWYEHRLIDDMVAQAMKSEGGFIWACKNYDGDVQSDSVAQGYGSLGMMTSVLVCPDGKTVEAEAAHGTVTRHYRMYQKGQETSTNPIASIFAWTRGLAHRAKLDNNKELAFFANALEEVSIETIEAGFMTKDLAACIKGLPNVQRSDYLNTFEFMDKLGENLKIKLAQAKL
# PRC2 inh – EZH2/PRC2 methyltransferase inhibitors, primary screen, biochemical, DELFIA time-resolved fluorescence, single point | PRC2 H3K27 methylation, DELFIA TRF, 1 h | inhibition, % at 12.5 µM | hit rate 0.35% among 57,000 | AID 651548, 2012;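 active = mean inhibition of replicates at least 50% and every single replicate also reaching 50%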;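 also: dimethyl H3K27 on biotinylated H3 21-44 peptide detected by antibody; plate controls were median neutral control wells for no effect and median positive control wells for full effect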
# Numbers without * were called inactive; . = not tested or not shown. A portion of the library. The share of hits here may be higher or lower than overall.
SMILES,IDH1 R132H inh,PRC2 inh
COc1ccc(NC(=O)N(C)C[C@H]2OCCCC[C@@H](C)Oc3ccc(NC(=O)c4ccncc4)cc3C(=O)N([C@H](C)CO)C[C@H]2C)cc1,1.9,.
Cc1ccc(-n2c(C)nnc2SCC(=O)Nc2c(C)cccc2C)cc1C,1.3,1.8
COc1ccc(CN(C)C[C@@H]2Oc3ccc(NS(=O)(=O)c4ccc(OC)cc4)cc3C(=O)N([C@@H](C)CO)C[C@@H]2C)cc1,-2.8,.
C[C@@H]1CN([C@@H](C)CO)C(=O)c2cc(NC(=O)CCN3CCOCC3)ccc2O[C@H]1CN(C)CC1CCCCC1,.,1.6
COCC(=O)Nc1ccc2c(c1)C(=O)N(C)C[C@H](OC)[C@H](C)CN(Cc1ccccn1)[C@H](C)CO2,-0.1,-2.2
Cc1ccc(S(=O)(=O)N(C)C[C@H]2Oc3ccc(NC(=O)NC4CCCCC4)cc3CC(=O)N([C@@H](C)CO)C[C@@H]2C)cc1,-1.7,1.5
CS(=O)(=O)Nc1ccc2c(c1)[C@@H]1C[C@H](CC(=O)N3CCCCC3)O[C@@H](CO)[C@@H]1O2,-1.8,-1.6
CCC(=O)N1C[C@H](C)[C@@H](OC)CN(C)C(=O)c2ccc(NC(=O)c3ccccc3)cc2OC[C@H]1C,-0.2,2.0
C[C@@H]1CN([C@@H](C)CO)S(=O)(=O)c2ccc(-c3cccc(C(=O)N(C)C)c3)cc2O[C@H]1CN(C)C(=O)Cc1ccccn1,.,0.7
CC(C)NC(=O)N(C)C[C@@H]1OCCCC[C@H](C)Oc2ccc(NC(=O)Nc3cccc4ccccc34)cc2C(=O)N([C@H](C)CO)C[C@@H]1C,-4.5,.
O=C(CCN1C(=O)c2ccccc2C1=O)Nc1ccccc1-c1ccccc1,0.4,1.6
COC(=O)C[C@H]1C[C@@H]2c3cc(N(C)C)ccc3O[C@@H]2[C@@H](CO)O1,-8.2,2.0
C[C@@H]1CN([C@@H](C)CO)C(=O)Cc2cc(NC(=O)Cc3ccccc3)ccc2O[C@H]1CN(C)CC1CCCCC1,-0.1,-30.2
COc1ccc(S(=O)(=O)N(C)C[C@@H]2OCc3ccccc3-c3ccccc3C(=O)N([C@@H](C)CO)C[C@@H]2C)cc1,.,-6.3
C[C@@H]1CN([C@H](C)CO)C(=O)c2cccc(NC(=O)Nc3ccc4c(c3)OCO4)c2O[C@H]1CN(C)S(=O)(=O)c1ccc(Cl)cc1,0.9,.
CNC[C@@H]1Oc2ccc(NC(=O)Nc3cccc4ccccc34)cc2C(=O)N([C@@H](C)CO)C[C@H]1C,.,-3.7
O=C(Nc1cccc([N+](=O)[O-])c1)Nc1nn(Cc2ccc(Cl)c(Cl)c2)cc1Cl,0.3,3.7
C[C@@H]1CN([C@H](C)CO)C(=O)c2cc(C#CC3CC3)cnc2O[C@@H]1CN(C)Cc1ccncc1,-0.7,8.9
C[C@@H]1CN([C@H](C)CO)C(=O)c2cccc(NC(=O)C3CCCCC3)c2O[C@@H]1CN(C)Cc1ccc(C(=O)Nc2ccccc2N)cc1,-0.7,12.9
Cc1ccc(C(=O)O)cc1NC(=O)COc1ccc(I)cc1,0.0,12.3

# Profiles, quoted from the list:
# Results for `C[C@@H]1CN([C@H](C)CO)C(=O)c2cccc(NC(=O)C3CCCCC3)c2O[C@@H]1CN(C)Cc1ccc(C(=O)Nc2ccccc2N)cc1` = IDH1 R132H inh = -0.7; PRC2 inh = 12.9
# Results for `O=C(CCN1C(=O)c2ccccc2C1=O)Nc1ccccc1-c1ccccc1` = IDH1 R132H inh = 0.4; PRC2 inh = 1.6

# Remaining list, next part:
SMILES,IDH1 R132H inh,PRC2 inh
C[C@H]1CN([C@@H](C)CO)C(=O)c2cccc(NS(=O)(=O)c3cn(C)cn3)c2O[C@@H]1CN(C)Cc1ccc2c(c1)OCO2,0.6,.
CC(C)(C)NC(=S)N1CCSCC1,1.2,-5.6
C[C@@H]1CN([C@H](C)CO)S(=O)(=O)c2ccc(C#CC3CC3)cc2O[C@H]1CN(C)C(=O)C1CCCCC1,0.7,-9.5
O=C(Nc1cccc([N+](=O)[O-])c1)C1CCCN(S(=O)(=O)c2ccc(F)cc2)C1 (centres undefined),0.2,-12.3
COc1ccc(S(=O)(=O)Nc2cccc3c2O[C@@H](CN(C)C(=O)Nc2c(C)noc2C)[C@@H](C)CN([C@@H](C)CO)C3=O)cc1,-1.8,.
CO[C@H]1CN(C)C(=O)c2cc(NC(=O)C3CCC3)ccc2OC[C@@H](C)N(C(=O)NC(C)C)C[C@H]1C,0.1,3.7
C[C@H]1CN([C@@H](C)CO)C(=O)c2cc(C#CC3(O)CCCC3)cnc2O[C@@H]1CN(C)Cc1ccccc1,0.4,-3.9
O=C(C[C@H]1C[C@@H]2c3cc(NC(=O)C4CCC4)ccc3O[C@@H]2[C@H](CO)O1)NCCN1CCCCC1,0.3,-20.0
COc1ccc(S(=O)(=O)Nc2ccc3c(c2)C(=O)N([C@H](C)CO)C[C@@H](C)[C@@H](CN(C)CC2CCCCC2)OCCCC[C@H](C)O3)cc1,-0.6,.
O=C(C[C@H]1CC[C@@H](NC(=O)CCN2CCCCC2)[C@H](CO)O1)NCc1ccc(Cl)c(Cl)c1,-0.4,-7.4
C[C@@H]1CCCCO[C@@H](CN(C)C(=O)NC2CCCCC2)[C@H](C)CN([C@@H](C)CO)C(=O)c2cc(NS(=O)(=O)c3cn(C)cn3)ccc2O1,1.8,.
COc1ccc(C(=O)Nc2ccc3nc(SCC(=O)N4CCOCC4)sc3c2)cc1OC,0.2,7.3
COc1ccc(S(=O)(=O)Nc2ccc3c(c2)CC(=O)N([C@H](C)CO)C[C@H](C)[C@H](CN(C)Cc2ccc(-c4ccccc4)cc2)O3)cc1,-3.2,.
O=C(C[C@H]1CC[C@H](NS(=O)(=O)c2ccccc2F)[C@@H](CO)O1)NCCCN1CCOCC1,0.1,3.6
COc1cc(NC(=O)COc2ccc([N+](=O)[O-])cc2)ccc1NC(=O)c1ccccc1Cl,-0.2,3.2
O=C(N[C@@H]1C=C[C@H](CC(=O)N2CCCCC2)O[C@@H]1CO)c1cccc(F)c1,0.1,6.1
C[C@@H]1CN([C@@H](C)CO)C(=O)c2cc(NC(=O)Nc3ccc(F)cc3)ccc2O[C@@H]1CN(C)Cc1ccc(C(=O)O)cc1,0.2,.
CCn1c(SCC(=O)Nc2ccccc2C(F)(F)F)nnc1-c1cccc(C)c1,0.1,3.2
CCOc1ccc(-n2c(SCc3cccc([N+](=O)[O-])c3)nnc2-c2ccncc2)cc1,0.2,15.9
COc1ccc(S(=O)(=O)Nc2ccc3c(c2)C(=O)N([C@@H](C)CO)C[C@@H](C)[C@H](CN(C)CC2CC2)O3)cc1,2.3,.
C[C@@H]1CN([C@H](C)CO)C(=O)Cc2cc(NC(=O)Cc3ccccc3)ccc2O[C@@H]1CN(C)Cc1ccccc1,-1.8,-4.5
C[C@@H]1CCCCO[C@H](CN(C)C(=O)Nc2ccc(C(F)(F)F)cc2)[C@H](C)CN([C@@H](C)CO)C(=O)c2cc(NC(=O)Nc3ccc4c(c3)OCO4)ccc2O1,-1.6,.
C[C@H](CO)N1C[C@H](C)[C@H](CN(C)C(=O)c2ccccc2)Oc2cc(C#CC3(O)CCCC3)ccc2S1(=O)=O,0.1,-12.5
CC(C)(O)C1Cc2cc(CCc3cc(O)cc(O)c3)ccc2O1 (centres undefined),6.8,.
C[C@@H]1CN([C@H](C)CO)C(=O)c2cc(NC(=O)NC3CCCCC3)ccc2O[C@@H](C)CCCCO[C@H]1CN(C)Cc1ccncc1,9.3,-0.2
CO[C@@H]1CN(C)C(=O)c2cc(NS(C)(=O)=O)ccc2OC[C@H](C)N(Cc2ccccc2)C[C@H]1C,-0.2,0.1
C[C@@H]1CN([C@H](C)CO)S(=O)(=O)c2ccc(Br)cc2O[C@H]1CN(C)Cc1ccccc1,-0.3,3.5
C[C@H]1CCCCO[C@@H](CN(C)Cc2ccccc2)[C@@H](C)CN([C@@H](C)CO)C(=O)c2cc(NS(C)(=O)=O)ccc2O1,1.4,-0.8
C/C=C(\C)C(=O)O[C@H]1[C@H](OC(C)=O)[C@@]2(CO)C(CC1(C)C)C1=CCC3[C@@]4(C)CC[C@H](O[C@@H]5O[C@H](C(=O)O)[C@@H](O)[C@H](O[C@@H]6O[C@H](CO)[C@H](O)[C@H](O)[C@H]6O[C@@H]6O[C@@H](C)[C@H](O)[C@@H](O)[C@H]6O)[C@H]5O[C@@H]5O[C@H](CO)[C@@H](O)[C@H](O)[C@H]5O)C(C)(C)C4CC[C@@]3(C)[C@]1(C)C[C@H]2O (some centres undefined),2.8,.
CN(C)CC(=O)Nc1ccc2c(c1)[C@@H]1C[C@H](CC(=O)NCc3ccccn3)O[C@H](CO)[C@@H]1O2,0.1,-6.3

# Quoted from the entries so far for reference:
SMILES,IDH1 R132H inh,PRC2 inh
CCn1c(SCC(=O)Nc2ccccc2C(F)(F)F)nnc1-c1cccc(C)c1,0.1,3.2
CCOc1ccc(-n2c(SCc3cccc([N+](=O)[O-])c3)nnc2-c2ccncc2)cc1,0.2,15.9
COc1ccc(S(=O)(=O)Nc2ccc3c(c2)C(=O)N([C@@H](C)CO)C[C@@H](C)[C@H](CN(C)CC2CC2)O3)cc1,2.3,.
C[C@@H]1CN([C@H](C)CO)C(=O)Cc2cc(NC(=O)Cc3ccccc3)ccc2O[C@@H]1CN(C)Cc1ccccc1,-1.8,-4.5
C[C@@H]1CCCCO[C@H](CN(C)C(=O)Nc2ccc(C(F)(F)F)cc2)[C@H](C)CN([C@@H](C)CO)C(=O)c2cc(NC(=O)Nc3ccc4c(c3)OCO4)ccc2O1,-1.6,.
C[C@H](CO)N1C[C@H](C)[C@H](CN(C)C(=O)c2ccccc2)Oc2cc(C#CC3(O)CCCC3)ccc2S1(=O)=O,0.1,-12.5
CC(C)(O)C1Cc2cc(CCc3cc(O)cc(O)c3)ccc2O1 (centres undefined),6.8,.
C[C@@H]1CN([C@H](C)CO)C(=O)c2cc(NC(=O)NC3CCCCC3)ccc2O[C@@H](C)CCCCO[C@H]1CN(C)Cc1ccncc1,9.3,-0.2
CO[C@@H]1CN(C)C(=O)c2cc(NS(C)(=O)=O)ccc2OC[C@H](C)N(Cc2ccccc2)C[C@H]1C,-0.2,0.1
C[C@@H]1CN([C@H](C)CO)S(=O)(=O)c2ccc(Br)cc2O[C@H]1CN(C)Cc1ccccc1,-0.3,3.5
C[C@H]1CCCCO[C@@H](CN(C)Cc2ccccc2)[C@@H](C)CN([C@@H](C)CO)C(=O)c2cc(NS(C)(=O)=O)ccc2O1,1.4,-0.8
C/C=C(\C)C(=O)O[C@H]1[C@H](OC(C)=O)[C@@]2(CO)C(CC1(C)C)C1=CCC3[C@@]4(C)CC[C@H](O[C@@H]5O[C@H](C(=O)O)[C@@H](O)[C@H](O[C@@H]6O[C@H](CO)[C@H](O)[C@H](O)[C@H]6O[C@@H]6O[C@@H](C)[C@H](O)[C@@H](O)[C@H]6O)[C@H]5O[C@@H]5O[C@H](CO)[C@@H](O)[C@H](O)[C@H]5O)C(C)(C)C4CC[C@@]3(C)[C@]1(C)C[C@H]2O (some centres undefined),2.8,.
CN(C)CC(=O)Nc1ccc2c(c1)[C@@H]1C[C@H](CC(=O)NCc3ccccn3)O[C@H](CO)[C@@H]1O2,0.1,-6.3

# (further entries)
SMILES,IDH1 R132H inh,PRC2 inh
CS(=O)(=O)NC(C(=O)O)c1ccccc1 (centres undefined),0.6,-4.3
Cc1cc(=O)c2c(O)c3c(O)cc(O)c4c5c(O)cc(O)c6c(O)c7c(=O)cc(C)c8c1c2c(c34)c(c65)c78,0.5,64.3*
CCC(=O)N(C)C[C@@H]1Oc2ncc(-c3ccccc3F)cc2C(=O)N([C@@H](C)CO)C[C@@H]1C,-1.7,8.9
O=C(Nc1ccccc1)N[C@@H]1CC[C@@H](CCn2cc(C3(O)CCCC3)nn2)O[C@@H]1CO,-0.1,-3.5
O=C(C[C@@H]1CC[C@@H](NC(=O)C2CCC2)[C@H](CO)O1)NCc1ccccc1Cl,0.3,2.5
C[C@@H]1CN([C@H](C)CO)C(=O)c2ccccc2-c2ccccc2CO[C@H]1CN(C)C(=O)[C@@H]1CCCN1C,0.4,-4.1
COC(=O)c1c2oc(c1C(=O)OC)C(=O)N[C@@H](Cc1ccccc1)Cn1cc(nn1)CNC(=O)[C@@H](Cc1ccccc1)NC(=O)N[C@@H](CO)CC2,.,-8.0
C[C@@H]1CCCCO[C@H](CN(C)Cc2ccc(C(=O)Nc3ccccc3N)cc2)[C@@H](C)CN([C@H](C)CO)C(=O)c2cc(NS(=O)(=O)c3cn(C)cn3)ccc2O1,.,2.7
C[C@H]1CN([C@@H](C)CO)C(=O)c2cc(/C=C/c3ccccc3)cnc2O[C@H]1CN(C)Cc1cccnc1,1.6,-2.3
CO[C@H]1CN(C)C(=O)c2cc(NS(=O)(=O)CC(F)(F)F)ccc2OC[C@@H](C)N(C)C[C@@H]1C,0.3,-0.5
C[C@@H]1CN([C@H](C)CO)C(=O)c2cc(C#CC3(O)CCCC3)cnc2O[C@@H]1CN(C)C(=O)Cc1ccccc1,0.1,.
Cc1ccc(S(=O)(=O)N(C)C[C@@H]2Oc3c(NC(=O)c4ccncc4)cccc3C(=O)N([C@@H](C)CO)C[C@H]2C)cc1,1.3,7.9
CC(C)NC(=O)Nc1ccc2c(c1)C(=O)N([C@@H](C)CO)C[C@H](C)[C@H](CN(C)Cc1ccccc1)O2,0.9,10.5

# Screening results (PubChem BioAssay)
